NPSR antagonist: antagonists of human neuropeptide S receptor cAMP signaling; AID 1461; Potency, µM (highest dose often 38.3 µM), without a hit: at the top dose activity change, negative = inhibition, usual class: inhibitors; CHO-NPSR cells, cAMP TR-FRET, antagonist mode; Q6W5P4; hit rate 1% among 220,000; further: potency means the concentration at half of the fitted maximal effect; on the % scale 0 is the no-effect control and ±100 the full control effect; nearly all actives have a fitted effect of over 50% in size; many of its hits are not listed in these tables
Target sequence (Q6W5P4 whole entry, looked up): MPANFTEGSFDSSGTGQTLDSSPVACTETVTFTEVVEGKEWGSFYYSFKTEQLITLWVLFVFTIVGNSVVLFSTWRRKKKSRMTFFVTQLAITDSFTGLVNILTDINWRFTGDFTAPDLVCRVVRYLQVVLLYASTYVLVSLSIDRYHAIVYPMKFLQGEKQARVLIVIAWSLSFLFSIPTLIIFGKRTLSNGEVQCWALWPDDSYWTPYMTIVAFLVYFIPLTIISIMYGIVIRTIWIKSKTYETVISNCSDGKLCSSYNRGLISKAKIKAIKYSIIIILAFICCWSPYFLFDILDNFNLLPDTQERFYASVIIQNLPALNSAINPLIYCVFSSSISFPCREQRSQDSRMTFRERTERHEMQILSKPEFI
Epigenetic reg: regulators of epigenetic silencing causing reporter derepression in mouse cells; murine LDR cells, GFP reporter derepression, 30 h; Potency, µM (titrated, usually from 53.9 µM), without a hit: at the highest dose GFP activation, most hits filed as activators; hit rate 0.2% among 280,000; AID 1865; further: potency means the concentration at half of the fitted maximal effect; % of control where 0% means no effect; nearly all actives have a fitted effect of over 60% in size
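Readout is the number of GFP-expressing murine LDR cells, counted by cytometry following washing. Cells were treated with compound for 30 h at 37 C; the stably integrated CMV-GFP locus is normally silent.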
CBFb RUNX1 block: blocks binding between human CBF-beta and RUNX1 | AlphaScreen CBFb-His/RUNX1-biotin binding, biochemical | Potency, µM (series often up to 59.8 µM), for inactives: at the top dose activity, negative = inhibition, most hits filed as inhibitors | Q01196+Q13951 | 230,000 tested, under 10 active | AID 1477; further: % of control where 0% means no effect
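Proteins preincubated together for 20 min at RT before compound addition; 15 min later, nickel and streptavidin beads were added and left 90 min prior to AlphaScreen measurement.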
TRb-SRC2 inh: TRbeta-SRC2 interaction inhibition; P10828; TRbeta-SRC2 peptide binding, fluorescence polarization; receptor liganded with 1 µM T3; Potency, µM (titrated, usually from 106 µM), for the others: at the highest dose activity change, negative = inhibition, most hits filed as inhibitors; AID 1469; hit rate 0.065% among 280,000;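 further: potency means the concentration at half of the fitted maximal effect; plate controls were bound peptide for no effect and peptide without receptor for full effect; nearly all actives have a fitted effect of over 50% in size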
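Assay buffer: 20 mM Tris-HCl, 100 mM NaCl, 10% glycerol, 1 mM EDTA, 0.01% NP-40, 1 mM DTT, 1 uM T3, 5% DMSO; TRb LBD 0.6 uM, Texas Red SRC2 20 nM; FP after 5 hr.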
Tau fluor counter: counter-screen for tau fibril formation inhibitors; Potency, µM (series often up to 57.7 µM), without a hit: top-dose activity change, negative = decrease; AID 1463; hit rate 0.93% among 280,000; tau K18 P301L (four-repeat tau fragment) Alexa594 fluorescence, heparin fibrillization; further: potency means the concentration at half of the fitted maximal effect; on the % scale 0 is the no-effect control and ±100 the full control effect; nearly all actives have a fitted effect of over 55% in size
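Human K18 P301L tau (15 uM unlabeled plus 0.24 uM Alexa 594-labeled, final) in 100 mM sodium acetate pH 7 was mixed with compound and 20 uM heparin and incubated 6 hr at 37 C.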
TexasRed fluor: Texas Red fluorescence interference in TRb-SRC2 counter-screen; hit rate 0.29% among 280,000; TRb/SRC2 Texas Red total fluorescence interference; Potency, µM (series often up to 106 µM), without a hit: at the highest dose fluorescence change, negative = quenching; active means well fitted curve in either direction with a large enough effect; inconclusive means small, poorly fitted or top-dose-only effect; further: potency means the concentration at half of the fitted maximal effect; on the % scale 0 is the no-effect control and ±100 the full control effect
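Human TRβ ligand-binding domain (0.6 uM) and Texas Red SRC2 peptide (20 nM) in Tris buffer with 1 uM T3 and 5% DMSO were incubated with pinned compound for 5 hr at ambient temperature. Total fluorescence was computed as S + 2P (555/632 nm).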
aGal spleen mod: inhibits or activates alpha-galactosidase in human spleen homogenate; hit rate 0.008% among 240,000; Potency, µM (top dose mostly 80 µM), without a hit: at the top dose activity change, negative = inhibition, hits mostly inhibitors; P06280; human spleen homogenate, 4MU-alpha-Gal fluorescence, 40 min; AID 2107;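 further: potency means the concentration at half of the fitted maximal effect; 0% = enzyme with vehicle and -100% = no enzyme basal signal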
Target sequence (P06280 32-429 limits assumed): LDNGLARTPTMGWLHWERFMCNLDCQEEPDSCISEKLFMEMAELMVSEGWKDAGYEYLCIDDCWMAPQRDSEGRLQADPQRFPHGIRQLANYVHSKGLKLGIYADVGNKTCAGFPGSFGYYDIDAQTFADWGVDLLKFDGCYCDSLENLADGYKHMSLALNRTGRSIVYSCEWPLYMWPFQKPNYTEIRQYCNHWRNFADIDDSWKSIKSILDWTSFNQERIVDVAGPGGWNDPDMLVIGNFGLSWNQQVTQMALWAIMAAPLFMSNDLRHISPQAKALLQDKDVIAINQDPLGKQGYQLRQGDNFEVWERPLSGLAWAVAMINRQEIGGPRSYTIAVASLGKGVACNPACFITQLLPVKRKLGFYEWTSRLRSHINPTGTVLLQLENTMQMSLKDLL
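Inhibition or activation of alpha-galactosidase in human spleen homogenate is scored by 4-MU fluorescence after 40 min at 37C, pH 5.0, with 1 mM substrate. AC50s come from concentration-response fitted to the Hill equation.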
Tau FP inhib: blocks human tau fibril formation measured by polarization; K18 P301L tau heparin fibrillization, Alexa594 FP, 6 h; Potency, µM (top dose mostly 57.7 µM), for the others: top-dose activity, negative = inhibition, usual class: inhibitors; hit rate 0.39% among 280,000; further: potency means the concentration at half of the fitted maximal effect; on the % scale 0 is the no-effect control and ±100 the full control effect; nearly all actives have a fitted effect of over 55% in size
Target sequence (P10636 561-689 P618L limits assumed): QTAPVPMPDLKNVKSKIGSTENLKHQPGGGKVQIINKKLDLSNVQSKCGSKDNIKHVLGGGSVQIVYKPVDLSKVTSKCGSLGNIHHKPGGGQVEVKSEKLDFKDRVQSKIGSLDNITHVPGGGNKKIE
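K18 P301L tau (15 uM unlabeled/0.24 uM Alexa 594-labeled, final) + compound + heparin 20 uM final; 100 mM NaOAc pH 7; 6 hr 37 C; ThT 30 uM final added, 1 hr RT; FP ex 555/em 632 nm.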
An asterisk follows results filed as active; ? = inconclusive; · = not tested or not shown; [ ] = dose if it differs, or a comment. Unless noted, the call rests on the fitted dose curve; in most records, active means well fitted curve in the direction sought with a large enough effect; inconclusive means small, poorly fitted or top-dose-only effect, or another doubt; inactive means no such curve, though single readings can be large; an effect the other way counts as inactive or inconclusive. An excerpt (hit frequency here may not be typical).

SMILES	NPSR antagonist	Epigenetic reg	CBFb RUNX1 block	TRb-SRC2 inh	Tau fluor counter	TexasRed fluor	aGal spleen mod	Tau FP inhib
CCOC(=O)C(=CNc1cc(C)nn1-c1ccccc1)C(=O)OCC	-26%[46.1 µM]	-0.2%	11%	-6%	-5%	-2%	-8%	6%
N#Cc1cc(-c2ccccc2)[nH]c1-c1nccc2ccccc12	59%	-1.0%	12%	2%	?	3%	12%	?
O=c1[nH]c2ccc(S(=O)(=O)N3CCCCC3)cc2[nH]c1=O	-2%[46.1 µM]	-2.0%	2%	2%	10%	-1%	2%	4%
O=C(CSc1ccncc1)Nc1ccc(S(=O)(=O)Nc2nccs2)cc1	7%	-1.3%	5%	6%	-4%	8%	11%	-2%
Cc1nc2ccccc2c2c1C(=O)N(c1ccc(C(=O)O)cc1)C2=O	-5%	-0.6%	?	6%	-5%	-7%	-2%	3%
Cn1c(=O)c2c3c(sc2n2c(SCc4ccc5c(c4)OCO5)nnc12)COC(C)(C)C3	-22%[46.1 µM]	-7.6%	7%	5%	-1%	-4%	-2%	-8%
CC(=O)c1cccc(CN2CCCC(CCC(=O)NCc3ccc(C)o3)C2)c1 (stereo not given)	-19%	1.0%	17%	-2%	-9%	-4%	0%	-13%
Cn1ccnc1Sc1ccc(/C=N/NC(=O)c2ccccc2O)cc1[N+](=O)[O-]	-19%	-3.2%	-8%	9%	-29%	-13%	2%	13%
Cc1ccc(-c2nn(-c3ccccc3)cc2/C=C/C(=O)O)o1	-23%	3.6%	6%	-14%	-5%	-4%	0%	-1%
CC1=C(c2ccc(C)c(C)c2)S(=O)(=O)N=C1N1CCN(c2cccc(C)c2)C(C)C1 (stereo not given)	·	-3.4%	·	-3%	1%	-1%	·	0%
Fc1ccc(COc2ccc(Br)cc2CNCc2ccncc2)cc1	?	-0.3%	3%	1%	-7%	0%	?	-2%
Cc1ccc(-c2nn(-c3ccccc3)cc2/C=N/NC(=O)c2ccc3c(c2)OCO3)cc1	-8%[46.1 µM]	0.0%	-7%	-5%	-21%	-4%	-8%	?
O=C(O)C1CCC(=O)N1Cc1ccccc1Cl (stereo not given)	0%[46.1 µM]	0.0%	-1%	2%	4%	-4%	-6%	1%
O=C(CCc1nc2ccccc2c(=O)[nH]1)OCc1ccc(Cl)cc1Cl	-2%	-1.9%	1%	1%	-8%	-3%	-2%	-5%
COC(=O)c1ccc(NC(=O)CCc2c(C)nc3c(c2C)c(=O)n(C)c(=O)n3C)cc1	·	-1.1%	·	-2%	-2%	-17%	·	-16%
OC[C@H]1O[C@@H]2O[C@H]3[C@H](O)[C@@H](O)[C@@H](O[C@H]4[C@H](O)[C@@H](O)[C@@H](O[C@H]5[C@H](O)[C@@H](O)[C@@H](O[C@H]6[C@H](O)[C@@H](O)[C@@H](O[C@H]7[C@H](O)[C@@H](O)[C@@H](O[C@H]1[C@H](O)[C@H]2O)O[C@@H]7CO)O[C@@H]6CO)O[C@@H]5CO)O[C@@H]4CO)O[C@@H]3CO	·	·	4%[21.7 µM]	8%[201 µM]	·	0%[201 µM]	-3%	·
C=CC[C@@H]1C=C[C@H](O/N=C/[C@@H](NS(=O)(=O)c2ccc(C)cc2)[C@H](C)/C=C/CC(=O)OC)[C@@H](CO)O1	0%	4.9%	2%[2.36 µM]	-1%	-16%	-2%	9%	1%
COc1cc2c(cc1OC)-c1cc(OCc3ccccc3Cl)nc(=O)n1CC2	-19%[46.1 µM]	2.9%	5%	-3%	-26%	0%	7%	-4%
O=C(Cn1cnnn1)OCC(=O)c1ccc(Cl)s1	18%[46.1 µM]	-0.2%	-10%	-5%	-12%	-3%	-2%	4%
c1cnc(-c2noc(CN3CCN(C4CCCC4)CC3)n2)cn1	-6%	1.8%	-4%	-4%	4%	-6%	-5%	-1%
COc1ccc(CCNC(=O)c2ccc(Cn3c(=O)c4ccccc4n(Cc4ccccc4Cl)c3=O)cc2)cc1OC	·	0.8%	·	10%	-5%	-16%	·	-6%
CC1CCN(C(=O)CSc2nc3ccccc3[nH]2)CC1	4%[46.1 µM]	-3.2%	10%	1%	-2%	0%	-3%	-2%
N#Cc1ccc(CSc2nc3c(c(=O)[nH]2)CCCC3)cc1	·	-3.9%	·	1%	6%	0%	·	-4%
CCN(CC)CCNC(=O)CCCCCn1c(=O)[nH]c2cc(C(=O)OC)ccc2c1=O	-2%[46.1 µM]	0.0%	-5%	7%	1%	-1%	8%	4%
COC(=O)c1sc(NC(=S)NC(=O)c2ccccc2)nc1C	13%	1.1%	-3%	-1%	-4%	-1%	-3%	13%
COc1cccc2cc(C(=O)N3CCCCC3C)c(=O)oc12 (stereo not given)	-3%[46.1 µM]	-0.8%	-6%	4%	-2%	-1%	-7%	-5%
c1ccc2c3c(c(CN4CCCC4)cc2c1)COC3	-23%	-5.7%	-1%	-3%	-6%	-3%	0%	0%
COc1ccc(OC(C)C(=O)N2CCOCC2)cc1 (stereo not given)	-7%[46.1 µM]	1.1%	3%	-10%	-2%	1%	-4%	-2%
COc1ccc(OC)c(C2CC(=O)N3CN(c4ccccc4)CSC3=C2C#N)c1 (stereo not given)	-5%[46.1 µM]	0.7%	-6%	0%	?	1%	1%	16µM*
Cc1nn(C(C)C(=O)NC2CCCCC2)c(=O)c2c1sc1ccccc12 (stereo not given)	·	-3.9%	·	-1%	-23%	0%	·	2%
COc1ccc(N(CC(=O)NC2CCCC2)C(=O)Cn2nnc(-c3ccc(OC)c(OC)c3)n2)cc1	-2%	3.8%	4%	-1%	-13%	0%	-4%	-8%
CCCCN(CC)CCCn1cnc2c([nH]c3ccc(Cl)cc32)c1=O	·	-1.6%	·	6%	-14%	-1%	·	-10%
Cc1nc(NC(=O)CSc2nnc3ccccn23)c(Cl)cc1Cl	-1%[46.1 µM]	-1.0%	0%	-8%	-3%	-3%	1%	2%
COc1ccccc1NC(=O)CNC(=O)c1ccccc1	-8%[46.1 µM]	-2.1%	2%	7%	5%	0%	-6%	-1%
NC(=S)n1[nH]c(-c2ccc([N+](=O)[O-])cc2)c(N=Nc2ccc(Cl)cc2)c1=O	-22%	-3.1%	?	-2%	?	-3%	3%	9%
CC(=O)C(C)Oc1cc(C)cc2oc(=O)c(C)c(C)c12 (stereo not given)	-6%[46.1 µM]	0.4%	6%	-6%	1%	-7%	-5%	-3%
CCS(=O)(=O)N1CCc2cc(C(=O)NCc3ccc(Cl)cc3)ccc21	·	-2.4%	·	4%	1%	-1%	·	-4%
CN(C)CC(=O)Nc1ccc(Oc2ccc(Cl)cc2)cc1	5%	-1.3%	2%	3%	-9%	0%	-13%	-5%
O=C(CCCOc1ccc(Cl)cc1)N1CCCCC1	-4%[46.1 µM]	0.9%	?	-15%	3%	3%	3%	1%
COc1ccc(NC(=O)CCS(=O)(=O)c2ccccc2Cl)cc1S(=O)(=O)Nc1ccc(Cl)cc1	-41%	1.7%	-8%	7%	?	2%	1%	-2%
NC(=O)C1CCC(NC(=O)OCc2ccccc2)CC1 (stereo not given)	14%[7.67 µM]	0.0%	5%	-6%	-1%	1%	-2%	7%
COC(=O)C(O)(CC(=O)Nc1ccc(OC)cc1)C(F)(F)F (stereo not given)	5%[46.1 µM]	1.2%	-3%	2%	-3%	-8%	6%	-6%
COc1cc(NC(=O)c2noc3c2CC(C(C)(C)C)CC3)cc(OC)c1OC (stereo not given)	·	-1.6%	·	-3%	?	3%	·	8%
Cc1c(NC(=O)/C(=C/c2cccs2)c2cccs2)c(=O)n(-c2ccccc2)n1C	?	0.0%	-15%	1%	-9%	?	-20%	3%
Cc1cccc(Oc2cc([N+](=O)[O-])cc3c2C(=O)Nc2ccccc2O3)c1	-29%	?	?	6%	?	-3%	-9%	2%
N#Cc1cc([N+](=O)[O-])ccc1N1CCN(c2ccccc2O)CC1	-24%	0.9%	-11%	3%	?	-2%	1%	10%
c1ccc(NC2=Nc3cccc4cccc2c34)cc1	-23%	-2.6%	-25%	-4%	?	-2%	-26%	13%
CCC(CC)C(=O)NCCc1ccc(OC)c(OC)c1	-5%[46.1 µM]	-0.7%	-2%	-9%	3%	-2%	1%	1%

In the list so far, these contain a nitro group on carbon.
SMILES	NPSR antagonist	Epigenetic reg	CBFb RUNX1 block	TRb-SRC2 inh	Tau fluor counter	TexasRed fluor	aGal spleen mod	Tau FP inhib
Cn1ccnc1Sc1ccc(/C=N/NC(=O)c2ccccc2O)cc1[N+](=O)[O-]	-19%	-3.2%	-8%	9%	-29%	-13%	2%	13%
NC(=S)n1[nH]c(-c2ccc([N+](=O)[O-])cc2)c(N=Nc2ccc(Cl)cc2)c1=O	-22%	-3.1%	?	-2%	?	-3%	3%	9%
Cc1cccc(Oc2cc([N+](=O)[O-])cc3c2C(=O)Nc2ccccc2O3)c1	-29%	?	?	6%	?	-3%	-9%	2%
N#Cc1cc([N+](=O)[O-])ccc1N1CCN(c2ccccc2O)CC1	-24%	0.9%	-11%	3%	?	-2%	1%	10%

Going on with the list:
SMILES	NPSR antagonist	Epigenetic reg	CBFb RUNX1 block	TRb-SRC2 inh	Tau fluor counter	TexasRed fluor	aGal spleen mod	Tau FP inhib
COc1cccc([C@@H]2Oc3ccc(Br)cc3C[C@H]2OC(=O)N[C@H](C)C2CCCCC2)c1	·	0.0%	26%	-1%	-4%	-3%	19%	-3%
Cc1c(NC(=O)C(=O)/C=C(\O)c2ccc(Br)cc2)c(=O)n(-c2ccccc2)n1C	-8%[46.1 µM]	0.0%	-25%	1%	-17%	2%	10%	-2%
CC(=O)c1ccc(NC(=O)C(C)OC(=O)C(C)Oc2cccc(C)c2)cc1 (stereo not given)	2%[46.1 µM]	0.1%	4%	-4%	-14%	-6%	-2%	-8%
c1ccc2sc(N3CCOCC3)nc2c1	9%[46.1 µM]	-1.6%	4%	-10%	4%	-2%	-7%	9%
O=C(O)COc1ccc(S(=O)(=O)NCCc2ccccc2)cc1	-2%[46.1 µM]	0.0%	15%	-1%	-2%	-2%	-4%	-4%
O=C(COc1ccccc1)NC1CCSC1=O (stereo not given)	12%	8.6%	1%	4%	1%	0%	-19%	5%
